# Source: PubChem (several laboratories)
# P. falciparum M17LAP = P. falciparum M17LAP inhibitors, primary screen, biochemical, fluorogenic H-Leu-NHMec substrate, 1536-well (AID 1619). recombinant M17LAP, H-Leu-NHMec fluorogenic kinetic assay; higher % means a stronger effect. inhibition, % at 30 µM; hits with a dose series show IC50 in µM. 220,000 tested, 0.38% active;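 active means compound inhibiting the enzyme by more than half at any dose during confirmatory dose-response retesting; inconclusive means strong single-dose inhibitors picked by rank but not retested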;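 further: plate controls were full reaction with DMSO carrier for no effect and no enzyme background for full effect; strong numbers were not always called active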
# West Nile virus CPE = West Nile virus antiviral activity, cell-based, CPE readout (AID 1621). West Nile virus-infected cells, CPE inhibition; higher % means a stronger effect. CPE inhibition, % at 10 µM; hits with a dose series show IC50 in µM. 290,000 tested, 0.02% active; in the data active means a potency from the dose series; inconclusive means CPE inhibition mostly from about 3.7% at the one dose, without a potency; inactive means the rest, 99 in 100 with CPE inhibition below about 2.2%; further: strong numbers were not always called active
# K1F lysis inhibition = inhibition of K1F phage lysis, E. coli UTI89, bacterial capsule biogenesis inhibitors, alamar blue (AID 488966). E. coli UTI89 K1F phage lysis, alamar blue, 2 h; higher % means a stronger effect. 340,000 tested, 0.02% active. inhibition, % at 100 µM; hits with a dose series show IC50 in µM;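 active means phage lysis inhibition, versus mean bacterial control, above a set limit; inconclusive means no clear call, values can overlap the other calls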;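 further: capsule biogenesis inhibitors block K1F phage lysis so surviving cells raise fluorescence; higher fluorescence means more inhibition of phage lysis; actives were called in the ten point dose series up to 300 µM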
# T cell modulator = T cell immune modulators affecting CD8 T cell-vesicle binding | 2C CD8+ T cell-vesicle binding, flow cytometry; stronger effect = lower value | 330,000 tested, 0.068% active | calls only at 7 µM | AID 2052;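 active means response, share of CD8 T cells binding vesicles, and their 90th percentile fluorescence all below set limits, cut at about 80% in these data, passing the limit was not always enough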
#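 Benchmarks: naked versus QL9-loaded vesicles / Assay system: purified 2C TCR transgenic mouse naive CD8+ T cells / Technique: high-throughput flow cytometry with anti-B7-1 and anti-CD8 staining / Timing: Cell–vesicle co-incubation 1.5 h at 37 °C, staining 20 min on ice / Read-out: percent CD8+ FL2 mean versus row control / Probe or stimulus: QL9-loaded Drosophila micro-vesicles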
# TNAP activators = stimulation of alkaline phosphatase TNAP activity – biochemical, luminescent, no phosphate acceptor, uHTS, primary screen (AID 1001). purified TNAP, luminescent activation assay, no phosphate acceptor; higher activation fold means a stronger effect. one-dose activation fold at 20 µM; EC50 in µM for titrated hits. 200,000 tested, 0.03% active; in the data active means activation fold from about 3, or a potency from the dose series; inactive means the rest, 99 in 100 with activation fold below about 1.6; further: many of its hits are not listed in these tables
# RSV CPE inhibition = inhibition of RSV-induced cytopathic effect – HEp-2 cells, primary 10 µM value included (AID 2391) | 310,000 tested, 0.13% active | CPE inhibition, % at 10 µM; hits with a dose series show IC50 in µM | HEp-2 cells, RSV-induced CPE inhibition; higher % means a stronger effect; in the data active means a potency from the dose series; inconclusive means CPE inhibition mostly from about 23% at the one dose, without a potency; inactive means the rest, 99 in 100 with CPE inhibition below about 21%; further: strong numbers were not always called active
# M1AAP inhibition = P. falciparum M1AAP inhibitors, biochemical, fluorogenic H-Leu-NHMec substrate, 1536-well (AID 1445); recombinant M1AAP, H-Leu-NHMec fluorogenic kinetic assay; higher % means a stronger effect; inhibition, % at 30 µM, or IC50 in µM where a hit was titrated; 220,000 tested, 0.42% active;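 active means primary inhibition above the hit cutoff, then over 50% inhibition at one or more dose response concentrations, cut at about 23% in these data, passing the limit was not always enough; inconclusive means conflicting primary data, or primary hits not chosen for dose response; inactive means low primary inhibition, or under 50% at every dose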;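 further: plate controls were DMSO full reaction for no effect and no enzyme background for full effect; strong numbers were not always called active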
# human PMI inhibition = inhibitors of human PMI, primary screen, biochemical, fluorescence intensity, coupled assay (AID 1209) | purified PMI enzyme, coupled fluorescence intensity; higher % means a stronger effect | one-dose inhibition, % at 20 µM; IC50 in µM for titrated hits | 190,000 tested, 0.42% active;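 further: plate controls were DMSO vehicle for no effect and wells lacking substrate for full effect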
# human PMI inhibitors = MPI inhibition at elevated mannose 6-phosphate – biochemical, fluorescence intensity, high mannose 6-phosphate, primary screen (AID 1220). 190,000 tested, 0.66% active. inhibition, % at 20 µM; hits with a dose series show IC50 in µM. recombinant PMI enzyme, coupled fluorescence intensity; higher % means a stronger effect
# T cell modulator vesicle-bound % = also measured in T cell modulator; calls as there; double positive events, %; measured here: CD8+ vesicle-bound cell fraction;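 binding gate set so that unloaded-vesicle control wells show 10% double positive cells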
# * hit, by the source's call; i = inactive; ? = inconclusive; · = no result given; [ ] = remark or other dose. Unless noted, no stated cut-off is given here; in the data, active means inhibition above about 50%; inactive means the rest.
SMILES,P. falciparum M17LAP,West Nile virus CPE,K1F lysis inhibition,T cell modulator,T cell modulator vesicle-bound %,TNAP activators,RSV CPE inhibition,M1AAP inhibition,human PMI inhibition,human PMI inhibitors
CCC(C)c1ccccc1N1CC(C(=O)Nc2ccccc2N2CCCC2)CC1=O (stereo not drawn),·,-0.5%,0.0%,i,27,·,3.0%,·,·,·
COc1cc(NC(=O)c2ccc3c(c2)OCO3)ccc1NC(=O)C(C)C,0%,-0.5%,1.4%,i,37,1,0.2%,0%,-3%,4%
COc1ccccc1N1CCN(CC(O)COc2ccc3c(c2)CCC3)CC1 (stereo not drawn),5%,-0.8%,3.1%,i,32,1.1,5.2%,-4%,1%,2%
CN(CC(=O)NCc1cccs1)S(=O)(=O)c1cccc2nsnc12,10%,-0.4%,0.0%,i,49,1.1,1.0%,-4%,7%,8%
CCSc1ncnc2c(C#N)c3n(c12)CCCCC3,-8%,1.0%,0.6%,i,49,1.1,1.3%,14%,8%,8%
NC(=S)N/N=C1\c2ccccc2-c2c(C(=O)O)cccc21,·,-0.1%,-0.9%,i,31,·,0.9%,·,·,·
Cc1nc(-c2ccc(-n3nncc3-c3ccco3)cc2)cs1,-3%,-0.4%,0.0%,i,31,·,1.3%,-1%,·,·
CCOC(=O)C(Oc1ccc(=O)n(-c2ccccc2)n1)C(C)=O (stereo not drawn),-3%,2.2%,0.4%,i,38,1.1,-1.1%,-7%,3%,1%
CC1=CC(C)[C@@H]2COC(c3ccc(O)cc3)[C@H]1C2C (stereo partly drawn),·,0.1%,-0.3%,i,35,·,8.2%,·,·,·
Cc1ccc2nc(N(CCCN(C)C)C(=O)c3ccc(S(=O)(=O)N4CCOCC4)cc3)sc2c1,·,0.1%,0.3%,i,8,·,-0.3%,·,·,·
Nc1c(C(=O)NCc2ccccc2)nnn1Cc1cccc(Cl)c1,-2%,1.4%,6.2%,i,41,1.1,-0.2%,-2%,-2%,-3%
O=[N+]([O-])c1ccc(O)c(Nc2ncnc3ccccc23)c1,22%,-1.2%,0.4%,i,35,0.9,-0.2%,12%,-20%,-15%
CC(C)CC(NC(=O)OC(C)(C)C)C(=O)NC(C(=O)NC(C)C(N)=O)C(C)C (stereo not drawn),-18%,-0.3%,5.6%,i,12,1.1,0.9%,1%,10%,13%
CC(C)Cn1c(N)c(C(=O)COC(=O)Cc2cccs2)c(=O)n(C)c1=O,·,-0.1%,0.0%,i,65,·,4.0%,·,·,·
COCCCNC(=O)CN1CCN(Cc2ccc(Cl)cc2)C1=O,5%,-0.2%,-1.0%,i,36,1.1,1.8%,4%,-2%,-6%
COc1cccc(NC(=O)C/C(C)=N/NC(=O)C2CCCCC2)c1,·,0.1%,0.4%,i,21,·,1.1%,·,·,·
Cn1c(SCc2nnc3n2CCCCC3)nc2ccccc21,5%,-0.5%,1.9%,i,21,1.1,0.5%,-1%,14%,14%
O=c1nc(-c2ccccc2)nc(-c2ccccc2)[nH]1,7%,0.5%,0.0%,i,15,·,0.1%,-2%,·,·
O=C(CCSCc1cccc(F)c1)NCCc1ccccc1,·,-0.8%,0.3%,i,15,·,-0.3%,·,·,·
Cc1ccc(Nc2nc(C(=O)NCc3ccco3)cs2)cc1,3%,-0.6%,-0.4%,i,31,1.1,?,-8%,7%,15%
CCCCC1CCC(c2nc(-c3cccnc3)no2)CC1 (stereo not drawn),6%,0.0%,-0.3%[50 µM],i,38,1.2,19%,5%,12%,11%
COc1ccc(Nc2cc(C)nc3c(C)cccc23)cc1OC,·,-1.2%,-1.5%,i,51,·,1.4%,·,·,·
C=C1CSc2nc(=O)c3c4c(sc3n21)CCC4,·,-0.8%,-0.6%,i,48,1.1,-1.0%,·,-3%,9%
COc1ccc2nc(NC(=O)c3cccnc3SC)sc2c1,12%,-0.1%,0.0%,i,51,1.1,5.1%,9%,9%,7%
CCN(CC)Cc1c(O)ccc2c(C)c(CC(=O)OC)c(=O)oc12,-251%,0.9%,-0.3%,i,28,1.1,-1.1%,40µM*,16%,1%
COc1ccc(C(=O)NCC(=O)NCCc2c[nH]c3ccccc23)cc1OC,0%,0.0%,0.1%,i,22,1.1,1.9%,-1%,-6%,-3%
COc1ccc(Cl)cc1S(=O)(=O)N1CCN(Cc2ccc3c(c2)OCO3)CC1,6%,-0.5%,0.1%,i,59,1,9.1%,-2%,13%,11%
COCC(=O)Nc1cc(C(=O)Nc2cccc(C)c2C)ccc1Cl,-8%,0.0%,1.8%,i,47,1.1,0.0%,-9%,-2%,-4%
COc1ccc(C(=O)Nc2cc(OC)c(NC(=O)c3ccco3)cc2OC)cc1,7%,0.5%,-0.2%,i,14,1,-0.7%,6%,21%,20%
CN(C)CCCN(C(=O)COc1ccc(Cl)cc1)c1nc2c(F)cccc2s1,4%,0.9%,0.1%,i,40,1.1,-1.0%,2%,-12%,-7%
CCOC(=O)C1CCN(C(=O)c2cc3c(ccc4ccccc43)o2)CC1,·,1.5%,0.9%[50 µM],i,20,·,4.0%,·,·,·
O=C(CCS(=O)(=O)c1cc2c(cc1Cl)NC(=O)CO2)NCc1ccc(F)cc1,·,-0.7%,-0.8%,i,66,·,1.7%,·,·,·
COc1ccc(-c2csc(N(Cc3ccco3)C(=O)c3cccs3)n2)cc1,-8%,-0.3%,3.1%[50 µM],i,49,·,7.8%,-4%,·,·
CCC(=O)Nc1ccc(C(=O)N/N=C/c2ccccc2[N+](=O)[O-])cc1,-4%,0.0%,-5.6%,i,39,1.1,1.8%,0%,7%,1%
CCCN1Cc2cccc(C(=O)NCc3cccs3)c2C1=O,3%,·,3.8%,i,15,1.1,0.0%,5%,10%,8%
COc1cc(/C=C2\SC(=S)N(CC(=O)O)C2=O)ccc1OC(=O)c1ccco1,·,-0.1%,-0.8%,i,31,·,1.5%,·,·,·
COc1ccc(C(=O)N2CC3(C)CC2CC(C)(C)C3)cc1OC (stereo not drawn),0%,0.1%,-0.4%,i,22,1.1,0.5%,-4%,4%,1%
Cc1nn(CCc2nn[nH]n2)c2nc(-c3ccccc3)cc(C(F)(F)F)c12,1%,0.0%,0.1%,i,38,1.1,4.4%,5%,-16%,-6%
O=C(Nc1ccc(C(=O)N2CCOCC2)cc1)Nc1cccc2ccccc12,0%,0.3%,1.1%,i,36,1,-2.0%,2%,-1%,11%
CN(/N=C/c1ccc(Br)o1)C1=NS(=O)(=O)c2ccccc21,17%,0.8%,-0.3%,i,65,0.9,-0.6%,6%,-8%,-1%

# Some of these compounds in order of their number in M1AAP inhibition, ascending.
Molecule	M1AAP inhibition
COc1ccc(C(=O)N2CC3(C)CC2CC(C)(C)C3)cc1OC (stereo not drawn)	-4%
CCCN1Cc2cccc(C(=O)NCc3cccs3)c2C1=O	5%
COc1ccc2nc(NC(=O)c3cccnc3SC)sc2c1	9%

# Following part:
SMILES,P. falciparum M17LAP,West Nile virus CPE,K1F lysis inhibition,T cell modulator,T cell modulator vesicle-bound %,TNAP activators,RSV CPE inhibition,M1AAP inhibition,human PMI inhibition,human PMI inhibitors
CCN(Cc1ccccc1)C(=O)Cn1c(C(C)O)nc2ccccc21 (stereo not drawn),-7%,-0.7%,0.4%,i,22,1,-1.8%,7%,3%,-2%
O=C(Nc1ccc2oc(-c3ccncc3)nc2c1)c1ccc2c(c1)OCCO2,-15%,0.9%,0.6%,i,23,·,0.2%,3%,·,·
COc1ccccc1C1N(c2ccc(F)cc2)C(=O)C2CCCN21 (stereo not drawn),14%,0.5%,4.5%,i,43,1.1,0.1%,4%,7%,4%
COc1cccc(-c2nc3ccccc3c(=O)n2NC(=O)c2cccnc2Cl)c1,-9%,0.3%,0.3%,i,62,1,2.0%,4%,10%,-2%
CCn1c(SCC(=O)c2ccccc2)nnc1-c1ccoc1C,33%,0.1%,0.9%,i,30,1.1,2.3%,0%,-6%,-4%
Cc1ccc(NC(=O)CCC(=O)Nc2nnc(C3CCCCC3)s2)cc1,·,0.0%,0.2%,i,34,·,0.7%,·,·,·
COCCN1CN=C(Nc2nc3ccccc3s2)NC1,18%,-0.2%,0.3%,i,18,1.1,0.9%,3%,11%,11%
O=C(NC1CCN(C(=O)Nc2cccc(F)c2)CC1)c1ccco1,·,-0.3%,0.2%,i,56,·,0.5%,·,·,·
Cc1ccc2nc(/C(C#N)=C\c3cc(C)n(-c4cccc([N+](=O)[O-])c4)c3C)[nH]c2c1,10%,0.2%,2.3%,i,22,0.9,30%,13%,-2%,-19%
COc1ccccc1NC(=O)COC(=O)C1CC2C=CC1C2 (stereo not drawn),2%,0.0%,0.3%,i,44,1.1,0.7%,4%,12%,7%
CCN(Cc1ccccc1)C(=O)c1ccc(CS(=O)c2ccccc2C)o1 (stereo not drawn),·,-0.7%,0.2%,i,4,·,1.2%,·,·,·
CCN(CC)CC(=O)NC1CC(C)(C)Cc2c1cnn2-c1ccc(F)cc1 (stereo not drawn),·,-0.3%,-0.4%,i,60,·,0.2%,·,·,·
COc1ccc(NC(=O)COc2ccc(N(C)S(=O)(=O)c3ccc(C)cc3)cc2)cc1,-14%,-0.5%,1.1%,i,45,1,12%,0%,2%,16%
COc1ccccc1N/C(=N/S(=O)(=O)c1ccc(Cl)cc1)c1ccccc1,9%,-0.5%,-0.3%,i,10,1.1,3.8%,8%,13%,12%
CCn1nc(C(=O)NNC(=O)CCOc2cc(C)ccc2C)c2ccccc2c1=O,·,0.1%,-0.1%,i,62,·,1.9%,·,·,·
COc1ccc(-c2nnc(SCC(=O)Nc3ccc4c(c3)OCCO4)n2N)cc1OC,-4%,0.2%,0.3%,i,10,1.1,-1.1%,-2%,3%,-1%
CN(CC1CCOCC1)C(=O)CC1C(=O)NCCN1Cc1ccccc1F (stereo not drawn),·,-0.1%,0.0%[50 µM],i,7,·,1.3%,·,·,·
Cc1ccc(-c2nn3cnnc3c3ccccc23)cc1,11%,-0.4%,0.1%,i,28,1,4.2%,12%,-15%,2%
Cc1ccc(CSCCNC(=O)CSc2ccccc2)cc1,7%,-1.4%,0.1%[50 µM],i,55,1.1,1.6%,1%,12%,13%
CCn1cc(C2=NC(c3ccccc3)CO2)c2ccccc21 (stereo not drawn),-12%,0.2%,4.4%,i,31,1,39%,0%,14%,9%
